Source: PubChem BioAssay (Broad Institute)
PGC1a acetyl inh – lowers PGC1a acetylation signal in U2OS cells; AlphaScreen anti-acetyl-lysine; with virally co-expressed GCN5 acetyltransferase; AID 651687; inhibition, % at 15.6 µM; 350,000 compounds, 0.17% hits;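 active = every replicate shows inhibition of at least 40%; inconclusive = mean inhibition at least 40% but some replicate below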;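 also: 0% = neutral control wells and 100% = positive control wells; some results beyond the cut were filed as inactive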
C2C12 statin – suppression of simvastatin myotoxicity. rescue of ATP level, % at 7.49 µM. 330,000 compounds, 0.78% hits. C2C12 myotubes + simvastatin, ATP luminescence, 48 h; scaled: DMSO 0, geranylgeraniol control 100;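 active = mean ATP rescue above about 67%, or every replicate alone reaching that limit, limit read from the data, passing the limit was not always enough; inconclusive = no clear call, values can overlap the other calls; inactive = mean under the limit and some replicate under it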;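 also: myotubes were challenged with 10 µM simvastatin during compound exposure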
Cneo AK release – causes C. neoformans cell lysis | adenylate kinase release luminescence, 4 h; normalised: neutral wells 0, clomiphene wells 100 | lysis activity, % at 15 µM | 360,000 compounds, 0.2% hits | AID 651654;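 active = mean lysis activity across replicates of at least 80%, whatever share of replicates individually reach that level; inactive = mean lysis activity below 80%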
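Test system: log-phase Cryptococcus neoformans yeast cells. Input: 5 × 10^6 yeast cells/mL. Medium: fresh YPD growth medium. Doses: single dose. Incubation: static 4 h at 37 °C with compound, 1 h detection. Measured by: luminescent adenylate kinase detection reagent. Read-out: signal increase indicating cell lysis. Benchmarks: Clomiphene.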
INS-1E GSIS act – primary screen for activators of insulin secretion dependent on glucose, INS-1E cells, GLuc reporter luminescence | INS-1E GLuc reporter insulin secretion, 2-3 h | activation, % at 16.6 µM | 370,000 compounds, 0.61% hits | AID 743287;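 active = lowest replicate activation of at least 40%, so every replicate reaches that level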;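 also: 0% = median of neutral control wells and 100% = median of IBMX positive control wells; some compounds called inactive have numbers as strong as hits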
ARNT-TACC3 inh – ARNT/TACC3 interaction disruption; AID 623870; 390,000 compounds, 0.66% hits; inhibition, % at 9.99 µM; AlphaScreen His-ARNT PAS-B/GST-TACC3 binding, luminescence; TACC3 fragment carries E629A point mutation;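 active = mean inhibition of replicates at least 50% and at least half of replicates each reaching 50%; inconclusive = half or more replicates reach 50% but mean below 50%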;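 also: 0% = complete ARNT plus TACC3 wells and 100% = ARNT alone without TACC3; many hits fall short of the cut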
LGR2 inh – blocks bursicon-induced cAMP signaling via Drosophila LGR2 | HEK293 LGR2, CRE-luciferase, bursicon-stimulated, 4 h | inhibition, % at 9.99 µM | 380,000 compounds, 0.35% hits | AID 720647;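 active = drop in luminescence signal, shown as inhibition above about 50% in the replicate tests, limit read from the data, passing the limit was not always enough; inconclusive = probably only some replicates passing the limit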;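 also: agonist challenge used bursicon conditioned medium at about half maximal strength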
PglD DTNB – blocks C. jejuni PglD acetyltransferase activity; AID 602405; inhibition, % at 12.5 µM; purified PglD enzyme, DTNB colorimetric CoA detection; 360,000 compounds, 0.098% hits; in the data active = inhibition above about 16%, passing the limit was not always enough; inconclusive = no clear call, values can overlap the other calls; also: strong numbers were not always called active
PAX8 inh HTS – PAX8 transcriptional activity inhibition; RMG-I TPO-luciferase reporter, SteadyGlo, 24 h; inhibition, % at 12.6 µM; 360,000 compounds, 1.2% hits;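 active = mean replicate inhibition at least 60% with every replicate also reaching 60%; inconclusive = only one of the two criteria is met; inactive = mean below 60% and not all replicates reaching 60%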;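 also: luciferase light reporting Pax8 driven TPO promoter activity; plate controls were median of neutral control wells for no effect and mitoxantrone controls for full effect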
* = called active by the depositor; u = inconclusive; x = no result given.

SMILES	PGC1a acetyl inh	C2C12 statin	Cneo AK release	INS-1E GSIS act	ARNT-TACC3 inh	LGR2 inh	PglD DTNB	PAX8 inh HTS
COc1ccc(NC(=O)C2CC(c3cccc(Br)c3)=NO2)cc1OC (stereo not drawn)	7	5	5	-5	-5	-10	-2	10
COc1cccc2cc(C(=O)NCCc3c[nH]c4ccccc34)c(=O)oc12	-2	-1	x	24	3	-3	x	12
Cc1ccc(C(C(=O)NCc2ccco2)N(C(=O)CNC(=O)c2cccs2)c2c(C)cccc2C)cc1 (stereo not drawn)	x	x	x	-2	5	4	x	2
CCC(C)(C)NC(=O)CN(C(=O)c1ccc(N2CCCC2)nc1)c1ccc(F)cc1	x	6	1	3	-2	9	-4	24
CCCCC1CCC(C(=O)N(CCC(C)C)c2c(N)n(CCCC)c(=O)[nH]c2=O)CC1 (stereo not drawn)	6	-11	-9	x	x	8	-3	-15
Clc1ccc(-c2c(C3=NCCCN3)nnn2-c2ccc(Cl)cc2)cc1	x	-35	1	3	-11	7	-2	-7
O=C(C(Cc1ccc(Cl)cc1)NS(=O)(=O)c1ccccc1)N1CC[C@@]2(O)CCCC[C@H]2C1 (stereo partly drawn)	1	2	3	-31	5	16	-6	x
O=C(NCc1ccco1)c1cccn2c(=O)c3c4c(sc3nc12)CCCC4	-7	10	-1	x	2	x	9	20
C[C@@H]1CN([C@@H](C)CO)C(=O)c2cc(NC(=O)Nc3ccc(C(F)(F)F)cc3)ccc2O[C@@H]1CN(C)C(=O)Nc1ccc(C(F)(F)F)cc1	7	-56	40	-8	-6	15	-3	56
CCCC(=O)NC(=S)Nc1nc(-c2ccc(OC)cc2)cs1	x	x	-1	-4	-4	-9	-2	11
C=CCOc1c2ccc(C(=O)NC3CCCc4ccccc43)cc2nn1C (stereo not drawn)	-18	-9	0	17	2	-15	0	-13
Cc1cccc(N2CCN(C3=NC(=O)/C(=C\c4cn[nH]c4-c4ccccc4)S3)CC2)c1	x	x	x	21	-4	8	x	16
COC(=O)c1ccc(CNC(=O)c2ccc3c(c2)OCCO3)cc1	-13	-4	x	-3	0	11	x	-9
C[C@@H]1CN([C@H](C)CO)C(=O)c2cccc(NC(=O)C3CCOCC3)c2O[C@H]1CN(C)C(=O)Nc1ccccc1	8	17	0	-5	-6	-10	-7	7
O=C(CCc1nc2ccccc2c(=O)[nH]1)OCc1ccccc1F	1	0	0	5	0	-4	5	15
CN(Cc1ccccc1)C(=O)c1ccc(NC(=O)Cc2cccc(NC(=O)C3CCN(C(=O)C4CC4)CC3)c2)cc1	3	11	-1	-11	-4	4	0	1
S=C(NCC1CCCO1)N1CCN(c2ccccc2)CC1 (stereo not drawn)	x	x	x	4	-2	-18	x	-16
CC(C)NC(=O)N1[C@H](CO)[C@H](c2ccc(-c3ccc(F)cc3)cc2)[C@@H]1C#N	-8	-27	-3	-8	7	7	0	-11
CC1CCCC(C)N1C(=O)Cn1nnc(-c2ccc([N+](=O)[O-])cc2)n1 (stereo not drawn)	5	3	-7	-18	-1	-4	-1	-7
COc1cc(NC(=O)c2cccs2)cc(OC)c1	5	20	-1	-3	-1	-36	-6	x
Cc1ccccc1/C(=N\S(=O)(=O)c1ccc(Br)cc1)Nc1ccccc1	-2	33	9	x	x	6	-5	-1
CCCOc1cccc(C2C(C(=O)c3ccc(C)o3)=C(O)C(=O)N2c2nc(C)c(C(C)=O)s2)c1 (stereo not drawn)	x	1	3	15	-34	-6	5	-1
CC(C)N1CCC(N2CCN(C3CCCCC3)CC2CCO)CC1 (stereo not drawn)	5	x	x	16	-40	7	x	-8
Cc1nc2cc(NC(=O)NCc3ccco3)ccc2o1	x	7	-1	x	-2	x	2	x
COc1ccc(NC(=O)Nc2ccc3c(c2)C(=O)N([C@H](C)CO)C[C@H](C)[C@@H](CN(C)C(=O)Nc2ccc(F)cc2)OCCCC[C@@H](C)O3)cc1	1	-25	1	-1	-6	8	1	0
SMILES	PGC1a acetyl inh	C2C12 statin	Cneo AK release	INS-1E GSIS act	ARNT-TACC3 inh	LGR2 inh	PglD DTNB	PAX8 inh HTS
CCC(=O)Nc1ccc2c(c1)C(=O)N(C)C[C@H](OC)[C@H](C)CN(C(=O)c1ccncc1)[C@H](C)CO2	12	-1	0	-2	-15	-14	1	-7
C[C@@H]1CN([C@H](C)CO)C(=O)Cc2cc(NC(=O)Cn3cnnn3)ccc2O[C@@H]1CN(C)Cc1ccc(C(=O)O)cc1	-1	-12	1	12	-2	-11	1	x
COc1cc2ccccc2cc1C(=O)Nc1ccc(Cc2ccncc2)cc1	2	-31	-1	x	-3	x	-3	x
C[C@H](CO)N1C[C@H](C)[C@H](CN(C)C(=O)c2ccc(F)cc2)Oc2ncc(-c3ccncc3)cc2C1=O	7	16	3	3	0	-6	0	x
OC(CNCC1CCCO1)Cn1c2ccc(Br)cc2c2cc(Br)ccc21 (stereo not drawn)	-11	-13	x	-12	6	x	x	x
CCCCNC(=O)c1cc2ccccc2s1	x	x	x	3	-14	-37	x	-117
COc1ccc(S(=O)(=O)CCC(=O)N2c3ccccc3CC2C)cc1 (stereo not drawn)	-16	x	-1	x	-4	x	4	x
CCn1c2ccccc2c2cc(NC(=O)CCCN3C(=O)CCC3=O)ccc21	1	-39	-3	x	1	x	6	x
COc1ccccc1N=c1scc(-c2ccc3c(c2)NC(=O)CO3)n1CC1CCCO1 (stereo not drawn)	2	22	-1	x	22	x	3	x
CN1CCN(c2ccc(NC(=O)C(C)(c3ccccc3)c3ccccc3)cc2)CC1	-3	8	5	21	26	-1	-2	-118
Cc1ccc(Oc2ccc(C(F)(F)F)cc2[N+](=O)[O-])c([N+](=O)[O-])n1	17	x	-1	6	-7	-21	-1	9
Cc1cc(C)cc(NC(=O)CSc2nnnn2-c2cccnc2)c1	x	-6	-1	29	5	-2	-2	10
COc1ccc(C(=O)COC(=O)CCNS(=O)(=O)c2ccccc2)cc1Br	-2	x	-1	15	2	-8	3	18
O=C(O)/C=C\C(=O)Nc1ccccc1C#Cc1ccc(Br)cc1	34	-3	-3	0	-9	-36	5	x
CC1(C)CC(=O)c2cc(OCC(=O)N3CCCCCC3)ccc2O1	1	-13	0	x	-3	x	7	x
O=C(CCCN1C(=O)c2ccccc2C1=O)Nc1c2c(nc3c1CCC3)CCC2	-13	-1	-14	x	1	x	-5	x
O=C(/C=C/c1ccc([N+](=O)[O-])cc1)N1CCN(S(=O)(=O)c2cccs2)CC1	0	x	x	x	-1	-6	x	11
COc1ccc(C(=O)c2sc3nc(C)cc(-c4cccs4)c3c2N)cc1OC	-7	x	-3	8	-11	0	-1	8
Cc1ccsc1C(=O)c1sccc1C	-10	-3	0	0	-7	3	5	-1
C[C@H](CO)N1C[C@H](C)[C@@H](CN(C)C(=O)Nc2ccc(C(F)(F)F)cc2)OCCCC[C@H](C)Oc2ccc(NC(=O)Nc3cccc4ccccc34)cc2C1=O	x	u	-1	7	0	-5	0	3
COc1ccccc1-n1nnnc1SCC(=O)NC(=O)Cc1ccccc1	x	-4	-1	18	-5	5	2	-8
CCc1cc(=O)oc2cc(OCC(=O)N(CC)CC)c(Cl)cc12	3	-12	0	12	x	-5	-4	12
CCOC(=O)c1cc(CC)sc1NC(=O)CSc1nc2ccccc2c(=O)n1Cc1ccco1	x	x	0	4	12	3	-1	-5
CC1CC(C)CN(C(=O)CSc2nc(N)cc(=O)[nH]2)C1 (stereo not drawn)	x	x	x	-5	-3	-3	x	8
Cn1c(CCN2CCCCC2)nc2cc(NC(=O)Nc3ccccc3)ccc21	3	116*	-14	0	-1	x	-1	-4

Four entries picked at random from the list so far:
SMILES	PGC1a acetyl inh	C2C12 statin	Cneo AK release	INS-1E GSIS act	ARNT-TACC3 inh	LGR2 inh	PglD DTNB	PAX8 inh HTS
COc1ccccc1-n1nnnc1SCC(=O)NC(=O)Cc1ccccc1	x	-4	-1	18	-5	5	2	-8
Cn1c(CCN2CCCCC2)nc2cc(NC(=O)Nc3ccccc3)ccc21	3	116*	-14	0	-1	x	-1	-4
COc1ccc(C(=O)c2sc3nc(C)cc(-c4cccs4)c3c2N)cc1OC	-7	x	-3	8	-11	0	-1	8
CC1CC(C)CN(C(=O)CSc2nc(N)cc(=O)[nH]2)C1 (stereo not drawn)	x	x	x	-5	-3	-3	x	8

Other compounds:
SMILES	PGC1a acetyl inh	C2C12 statin	Cneo AK release	INS-1E GSIS act	ARNT-TACC3 inh	LGR2 inh	PglD DTNB	PAX8 inh HTS
Cc1ccc(C(=O)NN2C(=O)C3C4c5ccccc5C(c5ccccc54)[C@@H]3C2=O)cc1 (stereo partly drawn)	1	x	10	-21	0	2	1	-4
CCN1C(=O)S/C(=C/c2cn(C)c3ccccc23)C1=O	x	x	x	13	4	-45	x	-35
Cc1occc1C(=O)N(C)CC1CCCN(CCc2ccccc2F)C1 (stereo not drawn)	-3	25	0	-2	-2	0	-3	-2
CN1CCN(C(=O)C[C@H]2C[C@@H]3c4cc(NC(=O)c5cccnc5)ccc4O[C@@H]3[C@H](CO)O2)CC1	-4	-4	-1	-4	10	10	12	-4
CN1CCN(C(=O)C[C@@H]2C[C@@H]3c4cc(NC(=O)Nc5ccccc5)ccc4O[C@@H]3[C@H](CO)O2)CC1	-2	8	-2	6	-6	1	18	-1
O=S(=O)(Nc1ccc(S(=O)(=O)N2CCCCC2)cc1)c1cccs1	-5	x	-2	x	x	x	-9	10
Cc1cc(C)c(-n2c(SCc3nc4ccccc4s3)n[nH]c2=O)c(C)c1	x	x	x	3	1	21	x	25
COC(=O)c1c(C(=O)OC)c(-c2ccc(Cl)cc2)n2c1CS(=O)(=O)C2	-3	x	-6	0	2	8	9	1
COc1ccc(N2CCN(C(=O)Cc3ccc(Br)cc3)CC2)cc1	1	x	x	19	4	0	x	18
C[C@H]1CN([C@@H](C)CO)C(=O)c2cccc(NC(=O)Nc3ccc(F)cc3)c2O[C@H]1CN(C)S(C)(=O)=O	-11	-11	-5	17	3	-17	-1	-13
CCOC(=O)CSC1=C(C#N)C(c2ccc(C)cc2)C(C(=O)OC)C(=O)N1 (stereo not drawn)	0	x	13	x	11	x	-6	x
COc1ccccc1CNC(=O)C[C@@H]1CC[C@H]2[C@@H](COC[C@@H](O)CN2C(=O)Nc2ccc(C(F)(F)F)cc2)O1	5	-25	-3	-19	-4	6	1	19
Cc1cc(=O)n2nc(N3CCCC(C(=O)Nc4cccc(C)c4C)C3)sc2n1 (stereo not drawn)	7	6	-1	x	x	x	-2	4
CCCc1nc2ccc(C)cn2c1Cc1ccc(C)cc1	-12	-6	7	5	x	4	2	-39
O=C(C[C@H]1C[C@H]2c3cc(NC(=O)C4CCC4)ccc3O[C@H]2[C@H](CO)O1)NCc1ccccc1	1	5	0	7	-5	-11	-2	1
C[C@H]1CN([C@@H](C)CO)C(=O)Cc2cc(NC(=O)C3CC3)ccc2O[C@@H]1CN(C)C	3	1	1	23	-4	-5	-6	-1
CC1(c2cccc(Br)c2)NC(=O)N(CC(=O)Nc2ccc3c(c2)OCO3)C1=O (stereo not drawn)	8	-1	11	-35	0	10	-10	8
C[C@@H]1CCCCO[C@@H](CN(C)C(=O)Nc2ccccc2)[C@@H](C)CN([C@@H](C)CO)C(=O)c2cc(NC(=O)Nc3ccc4c(c3)OCO4)ccc2O1	1	-5	0	3	2	4	1	3
Cc1noc(C)c1NC(=O)Nc1ccc2c(c1)C(=O)N([C@@H](C)CO)C[C@@H](C)[C@H](CN(C)S(=O)(=O)c1cn(C)cn1)O2	4	53	7	9	5	11	0	x
Cc1ccnc(NC(=O)CSc2cc(=O)n(C)c3ccccc23)c1	-2	-66	0	x	0	x	7	x
